INS promoter inh – inhibitors of insulin promoter-driven GFP, primary screen, imaging, TRM-6 cells (human fetal islet line), eGFP reporter, cell count. AID 1273, 2008. inhibition, % at 2 µM. actives 0.9% (n = 130,000). reporter expression induced with tamoxifen;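 active means inhibition above the mean plus 3 SD, with well images judged a real hit on visual review, cut at about 60% in these data, passing the limit was not always enough; inconclusive means inhibition over the cutoff but images rejected on review; inactive means inhibition not above the cutoff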
sdo1 growth – growth rescue of sdo1-depleted yeast, primary screen, S. cerevisiae, bone marrow failure model; AID 817, 2007; actives 0.21% (n = 140,000); S. cerevisiae sdo1-depleted JHY4D growth rescue, OD600 30 h; active compounds read high; pdr5 snq2 efflux-pump mutant strain; z-score at 10 µM;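 active means z-score above 3 at both the 24 hr and the 30 hr optical density reads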;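 further: z-score against mean and SD of all compound wells on the same plate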
sdo1 growth Rescue 24 h – further read-out of sdo1 growth, marked with its call; z-score; S. cerevisiae sdo1-depleted JHY4D growth rescue, OD600; measured here: growth rescue at 24 h;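 0 is the plate mean of compound wells and units are plate SD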
The depositor's hits bear a star; u = inconclusive; x = not tested or not shown; & = joins results of further samples. These rows are one share of the data (hit frequency here may not be typical).

sdo1 growth Rescue 24 h	INS promoter inh	sdo1 growth	Compound
-1.04	-15.4	-0.07	CC(=O)Nc1ccc(S(=O)(=O)N2CCN=C2C)cc1
0.59	-7.4	-0.46	CCCN(Cc1ccccc1)C(=S)Nc1cccc(C(F)(F)F)c1
0.01	u	-0.5	COc1ccc(S(=O)(=O)NCCc2ccc(F)cc2)cc1
x	-5.9	x	Cc1ccc(C(=O)NC2(C(Cl)Cl)N=C(c3ccccc3)N=C2N)cc1 (stereo not given)
0.76	x	0.56	O=C(NNC(=O)c1cccc(S(=O)(=O)N2CCN(c3ccccc3)CC2)c1)c1ccc(Cl)cc1
-0.38	2.9	-0.28	Fc1cccc(C2NC(=S)NC3=C2N2CCC3CC2)c1 (stereo not given)
-0.06	x	0.43	Cc1cc(NC(=O)COC(=O)C2CCCN2C(=O)c2cccs2)no1 (stereo not given)
x	8.3	x	Cc1ccc(Nc2ccc(N3CCN(c4ccc([N+](=O)[O-])cc4)CC3)nn2)cc1
-0.55	x	-0.34	O=C(c1ccccc1)c1ccc(N2CCOCC2)c(F)c1
-1.05	1.8	-0.26	O=S(=O)(c1ccccc1F)N1CCN(Cc2nc3ccccc3[nH]2)CC1
-0.89	-37.1	-1.22	Cc1cc(NC(=O)c2ccc(Cn3nc(C)c(Br)c3C)o2)no1
-0.46	-3.1	-0.24	O=C(NCc1ccc2c(c1)OCO2)c1cc2c(s1)CS(=O)(=O)C2
x	-16.3	x	CSc1ccc(S(=O)(=O)NC(C)c2ccccc2)cc1 (stereo not given)
0.71	-12.5	0.3	NC(=O)CSCc1c(Cl)cccc1Cl
x	63.6	x	O=C1Oc2ccccc2C(=O)/C1=C/N1CCN(c2ccccc2F)CC1
1.23	-3.2	1.53	CC1(C)Cc2ccccc2-c2nnc(SCC(=O)Nc3ccc4c(c3)OCO4)n21
-0.6	-5.6	-0.26	c1ccc(-n2nnnc2SCc2ccccn2)cc1
-0.5	3.6	-0.22	CCCS(=O)(=O)c1c(S(=O)(=O)CCC)c2ccccn2c1C(=O)OC
0.43	-20.0	-0.77	COc1ccc(C(=O)N/N=C(\C)c2ccc3c(c2)C2C=CCC2C(c2ccccc2)N3)cc1 (stereo not given)
0.68	x	0.07	CC(C)COC(=O)c1ccc(NC(=O)C2C3C=CC(C3)C2C(=O)O)cc1 (stereo not given)
x	26.7	x	COC(=O)c1c(C(=O)OC)c(-c2ccc(C(C)(C)C)cc2)n2c1CS(=O)C2 (stereo not given)
-1.25	u	-1.25	CCc1nc2c(cnn2-c2ccc(Cl)cc2)c(=O)n1-c1ccc(OC)cc1
0.62	18.9	0.64	CCN(CC)S(=O)(=O)c1cccc(NC(=O)C2SC(=Nc3ccc(C)cc3C)C(C(=O)NCC3CCCO3)=C2N)c1 (stereo not given)
-0.23	x	-0.54	Nn1c(SCc2cccc3ccccc23)nnc1-c1ccco1
x	21.4	x	Cc1[nH]c2ccccc2c1C(=O)C(=O)NCCOc1ccccc1
-0.13	x	-0.54	COc1cc(Cl)ccc1S(=O)(=O)n1nc(C)cc1C
-1.37	14.3	-0.49	CC(C)NC(=O)[C@H](CSCc1ccccc1)N1Cc2ccccc2C1=O
2.02	37.5	0	O=[N+]([O-])c1cc(Cl)ccc1NCCNc1ncc(C(F)(F)F)cc1Cl
x	-14.3	x	CC1Oc2ccccc2N(CC(=O)NCc2ccc3c(c2)OCO3)C1=O (stereo not given)
-0.69	11.1	-2.17	Cn1c(CN2CCN(c3ccc(Cl)cc3)CC2)nc2ccccc21

Next section:
sdo1 growth Rescue 24 h	INS promoter inh	sdo1 growth	Compound
x	37.5	x	O=C(O)c1cccc(-c2ccc(/C=N/Nc3nn[nH]n3)o2)c1
-0.71	-316.7	1.15	Cn1c(CCN2CCCCC2)nc2cc(NC(=O)Nc3ccccc3)ccc21
0.5	-34.5	1.42	O=C(NCc1cccnc1)C(=O)NCC(c1ccco1)N1CCN(c2ccccc2)CC1 (stereo not given)
0.41	0.0	-0.57	COc1ccc(CCn2nnc(-c3ccc(NC(C)=O)c(Cl)c3)n2)cc1
0.49	x	0.38	Cc1ccc2[nH]c3c(=O)n(CCCN4CCOCC4)cnc3c2c1
0.72	63.2	0.62	O=C(NCc1ccc2c(c1)OCO2)c1ccc2c(c1)C(=O)N(Cc1cccnc1)C2=O
1.09	-67.7	0.68	C/C=C/C(=O)Nc1ccccc1Br
-1.69	-42.1	-1.37	O=C(CN1CCC(n2nnc3ccccc32)CC1)Nc1ccc2c(c1)CCC2
x	50.0	x	CC(C)=N/N=C(/c1ccc([N+](=O)[O-])cc1)C12CN3CN(CN(C3)C1)C2
x	-133.3	x	CC(C)N(C(=O)CSc1nc(COc2ccccc2)nc2ccccc12)C(C)C
0.16	x	0.21	COc1ccc(OC)c(S(=O)(=O)n2cccn2)c1
x	-156.2	x	CC(C)CC1NC(=O)N(CC(=O)Nc2ccccc2-c2ccccc2)C1=O (stereo not given)
x	-15.4	x	Cc1ccc(NC(=O)c2ccccc2)cc1-n1cnnn1
1.55	x	0.69	O=C(CSc1nc(-c2ccccc2)nc2c1Cc1ccccc1O2)Nc1ccccc1
-0.45	x	0.45	C=C(C)CSc1nc(N)cc(=O)[nH]1
-0.95	37.5	-2.08	CC(C)/C=N/Nc1nc(-c2ccc(Br)cc2)cs1
-0.73	x	-0.1	COC(=O)Cn1c(CN2CCN(c3ccc(F)cc3)CC2)nc2c1c(=O)n(C)c(=O)n2C
-1.18	x	-0.88	COc1ccccc1C1CN=NC12CCCc1ccccc1C2=O (stereo not given)
0.17	x	0.28	COCCNc1oc(-c2ccc(F)cc2)nc1C#N
-0.68	-84.6	-0.79	c1ccc2c(c1)OCCOCCOc1ccccc1OCCOCCO2
x	-57.1	x	CSCCC(NS(=O)(=O)/C=C/c1ccccc1)C(=O)O (stereo not given)
x	61.5	x	CCC(=O)Nc1ccc(C(=O)OCc2ccccc2)cc1
-0.22	x	-1.07	COc1cccc(C(=O)/C=C/c2ccc(N3CCCCC3)c([N+](=O)[O-])c2)c1
2.61	x	2.37	CS(=O)(=O)N1CCN(C(=O)c2cccnc2)CC1
-0.9	x	-1.01	O=C(CSc1nnc(-c2ccc(F)cc2)o1)Nc1ccc(S(=O)(=O)N2CCCCCC2)cc1
-0.33&0.07	-14.6	-1.2&-1.28	CCN(Cc1ccccc1)C(c1ccc(C)cc1)c1nnnn1C(C)(C)CC (stereo not given)
-0.94	10.0	0.64	C=CCNC(=S)Nc1ccc2nsnc2c1
-0.8	x	0.19	COc1ccc(CN2CCC(C(=O)N(C)CCc3ccc(OC)c(OC)c3)CC2)c(OC)c1
0.1	x	0.6	CNc1c([N+](=O)[O-])cnn1-c1ccccc1Cl
x	-42.9	x	CC(=O)c1c(C)[nH]c(C(=O)COC(=O)C2CC2)c1C

Given in CSV form: part of the list above.
SMILES,sdo1 growth Rescue 24 h,INS promoter inh,sdo1 growth
CC(C)=N/N=C(/c1ccc([N+](=O)[O-])cc1)C12CN3CN(CN(C3)C1)C2,x,50.0,x
CC(C)N(C(=O)CSc1nc(COc2ccccc2)nc2ccccc12)C(C)C,x,-133.3,x
COc1ccc(OC)c(S(=O)(=O)n2cccn2)c1,0.16,x,0.21
CC(C)CC1NC(=O)N(CC(=O)Nc2ccccc2-c2ccccc2)C1=O (stereo not given),x,-156.2,x
Cc1ccc(NC(=O)c2ccccc2)cc1-n1cnnn1,x,-15.4,x
O=C(CSc1nc(-c2ccccc2)nc2c1Cc1ccccc1O2)Nc1ccccc1,1.55,x,0.69
C=C(C)CSc1nc(N)cc(=O)[nH]1,-0.45,x,0.45
CC(C)/C=N/Nc1nc(-c2ccc(Br)cc2)cs1,-0.95,37.5,-2.08
COC(=O)Cn1c(CN2CCN(c3ccc(F)cc3)CC2)nc2c1c(=O)n(C)c(=O)n2C,-0.73,x,-0.1
COc1ccccc1C1CN=NC12CCCc1ccccc1C2=O (stereo not given),-1.18,x,-0.88
COCCNc1oc(-c2ccc(F)cc2)nc1C#N,0.17,x,0.28
c1ccc2c(c1)OCCOCCOc1ccccc1OCCOCCO2,-0.68,-84.6,-0.79
CSCCC(NS(=O)(=O)/C=C/c1ccccc1)C(=O)O (stereo not given),x,-57.1,x

Next section
sdo1 growth Rescue 24 h	INS promoter inh	sdo1 growth	Compound
x	25.0	x	Cc1nc(SCC(=O)NNC(=O)c2cccs2)[nH]c(=O)c1C
x	26.7	x	O=[N+]([O-])c1ccc(C2OCCO2)cc1CS(=O)(=O)c1ccccc1
1.82	x	1.07	CC1=C(C(=O)N2CCOCC2)C(c2ccccc2F)C2=C(CC(C)(C)CC2=O)N1 (stereo not given)
-0.2	-320.0	0.06	COc1ccc(CC(=O)N2CCN(c3ccccn3)CC2)cc1OC
1.03	x	1.41	Cc1nc2c(C(=O)NCc3ccc4c(c3)OCO4)c[nH]n2c(=O)c1Cc1ccccc1F
0.11	-18.5	0.28	Cc1ccc(OCC(=O)NCC(=O)Nc2ccc(F)cc2)c([N+](=O)[O-])n1
-0.65	x	-0.19	Cc1ccc2c(c1Br)/C(=N/N1C(=O)c3ccccc3C1=O)C(=O)N2
0.11	x	-0.18	Cc1ccc(-c2oc3ccccc3c(=O)c2O)cc1
x	6.7	x	CCOC(=O)C1=C(c2ccccc2)OC(N)=C(C#N)C1c1cccnc1 (stereo not given)
-0.64	x	0.43	O=C(Cc1ccccc1[N+](=O)[O-])N1CCN(c2ccccc2F)CC1
-0.18	9.5	-0.2	O=C(CSc1nnc(-c2ccco2)o1)NCC(=O)c1ccccc1
x	-38.9	x	O=C(c1ccc(F)cc1)N1CCCC(c2ccccc2)C1 (stereo not given)
-0.22	33.3	-0.38	Cc1sc(NC(=O)COc2cccc(-n3cnnn3)c2)c(C#N)c1C
x	-15.0	x	COc1ccc(N2C(=O)CCC2(C(N)=O)c2ccccc2)cc1 (stereo not given)
-1.27	x	-1.65	CCOc1ccc2nc(NC(=O)c3cnccn3)sc2c1
0	-3.2	-0.25	C/C(=N\NS(=O)(=O)c1ccc(Cl)cc1)c1ccc(O)cc1
-0.05	-31.0	0.38	Cc1ccc(OCCSCc2nnc(NC(=O)Nc3cccc(Cl)c3)s2)cc1
-1.4	37.5	-1.65	CC1CCN(C(=O)COC(=O)c2cc(Cl)cc(Cl)c2N)CC1
-0.29	0.0	-0.33	O/N=C1/CCc2cccc3cccc1c23
-0.12	-25.8	-0.56	COc1ccc(C(=O)CC(c2ccccc2)C2CCCCC2=O)cc1 (stereo not given)
0.71	-42.9	0.59	Cc1cc(CC(=O)O)c(C)cc1CC(=O)O
x	0.0	x	O=C(CSc1ncn[nH]1)NC1CCCc2ccccc21 (stereo not given)
-0.25	-29.4	-0.66	Cc1ccc(NC(=O)c2sccc2C)cc1[N+](=O)[O-]
1.26	44.7	0.45	COc1ccc(N(C(=O)CCl)C(C(=O)NC2CCCCC2)c2cccnc2)cc1 (stereo not given)
-0.32	-35.3	0.15	Cc1ccc(-c2nnc(CSc3nnc(C)s3)o2)cc1
0.54	18.2	0.44	COc1ccccc1NC(=O)c1ccccc1SC
-0.69	7.7	0.2	CN(C)CCCNc1ccc(S(N)(=O)=O)cc1[N+](=O)[O-]
x	-60.0	x	COc1ccc(C(=O)C2CCCN(C3Cc4ccccc4C3)C2)c(OC)c1 (stereo not given)
x	25.0	x	O=C(CCCn1c(SCc2cc(=O)n3ccccc3n2)nc2ccccc2c1=O)NCC1CCCO1 (stereo not given)
0.35	x	1.06	CCN1C(=O)c2ccccc2S(=O)(=O)c2ccc(C(=O)NCc3cccnc3)cc21

An excerpt from above in order of heavy-atom count, smallest number first:
sdo1 growth Rescue 24 h	INS promoter inh	sdo1 growth	Compound
x	25.0	x	Cc1nc(SCC(=O)NNC(=O)c2cccs2)[nH]c(=O)c1C
x	26.7	x	O=[N+]([O-])c1ccc(C2OCCO2)cc1CS(=O)(=O)c1ccccc1
1.82	x	1.07	CC1=C(C(=O)N2CCOCC2)C(c2ccccc2F)C2=C(CC(C)(C)CC2=O)N1 (stereo not given)

Following part:
sdo1 growth Rescue 24 h	INS promoter inh	sdo1 growth	Compound
-0.73	x	-0.41	O=C(c1ccco1)N1CCN(C(=O)c2snc3ccc(Cl)cc23)CC1
0.19	-25.7	0.24	CCOC(=O)C1CCN(C(=O)c2ccc(OCC)c(OCC)c2)CC1
-0.56	-1.4	-0.09	CCN(CC)c1ccc(/C=N/NC(=O)OC)c(O)c1
-0.72	18.2	-1.2	C/C(=N\NC(=S)NCc1ccccc1)c1ccc(C(C)(C)C)cc1
-0.92	0.0	-0.62	COc1ccc(NC(=O)Nc2ccc3c(c2)N(C)C(=O)CS3)cc1Cl
-1.3	x	-1.46	Cc1ccnc(NC2c3ccccc3C(=O)N2Cc2ccccc2Cl)c1 (stereo not given)
-0.2	-16.7	0.25	CCN(C(C)=O)N(CC)c1nc(Cl)nc(NC(C)C)n1
-0.34	-19.5	-0.24	COc1ccc(CNC(=O)C2CCCN(S(=O)(=O)c3cc(C)ccc3OC)C2)cc1 (stereo not given)
0.21	3.5	-0.03	COc1ccc(Cc2nnc(NC(=O)CSc3ccc(C)cc3)s2)cc1
-0.27	x	-0.33	CCC(=O)Nc1cc(NC(=O)CSc2ncc(-c3ccc(F)cc3)n2Cc2ccco2)ccc1C
-0.55	17.6	0.33	O=C(Nc1ccc(N2CCOCC2)c(Cl)c1)c1cccc(F)c1
-1.27	38.9	-1.12	Cc1cc2ncn(C3CC(=O)N(Cc4ccccc4)C3=O)c2cc1C (stereo not given)

High-throughput results from PubChem.
